GRP78 ERSR act: qHTS for Inducers of the Endoplasmic Reticulum Stress Response (ERSR) in Human Glioma: qHTS; Potency, µM, inactives show top-dose activation, hits mostly activators; AID 602332, 2012; U87-MG GRP78 promoter luciferase reporter, 16 h; actives 0.02% (n = 420,000); further: potency means the concentration at half of the fitted maximal effect; series mostly up to about 76 µM; % of control where 0% means no effect; nearly all actives have a fitted effect of over 35% in size
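Stably transfected U87-MG human glioma cells carrying a GRP78-based luminescent sensor were seeded at 1000 cells/well, pin-dosed with compounds and incubated 16 h. Luciferase reagent was then added, and end-point luminescence was read after 10 min at room temperature.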
Pol eta inh: qHTS for Inhibitors of Polymerase Eta | AID 588591, 2011 | Potency, µM (highest dose often 114 µM), for inactives: at the highest dose activity change, negative = inhibition, hits mostly inhibitors | actives 1.2% (n = 390,000) | recombinant Pol eta, fluorescent DNA replication assay; further: potency means the concentration at half of the fitted maximal effect; on the % scale 0 is the no-effect control and ±100 the full control effect
Target sequence (Q9Y253 whole entry, looked up): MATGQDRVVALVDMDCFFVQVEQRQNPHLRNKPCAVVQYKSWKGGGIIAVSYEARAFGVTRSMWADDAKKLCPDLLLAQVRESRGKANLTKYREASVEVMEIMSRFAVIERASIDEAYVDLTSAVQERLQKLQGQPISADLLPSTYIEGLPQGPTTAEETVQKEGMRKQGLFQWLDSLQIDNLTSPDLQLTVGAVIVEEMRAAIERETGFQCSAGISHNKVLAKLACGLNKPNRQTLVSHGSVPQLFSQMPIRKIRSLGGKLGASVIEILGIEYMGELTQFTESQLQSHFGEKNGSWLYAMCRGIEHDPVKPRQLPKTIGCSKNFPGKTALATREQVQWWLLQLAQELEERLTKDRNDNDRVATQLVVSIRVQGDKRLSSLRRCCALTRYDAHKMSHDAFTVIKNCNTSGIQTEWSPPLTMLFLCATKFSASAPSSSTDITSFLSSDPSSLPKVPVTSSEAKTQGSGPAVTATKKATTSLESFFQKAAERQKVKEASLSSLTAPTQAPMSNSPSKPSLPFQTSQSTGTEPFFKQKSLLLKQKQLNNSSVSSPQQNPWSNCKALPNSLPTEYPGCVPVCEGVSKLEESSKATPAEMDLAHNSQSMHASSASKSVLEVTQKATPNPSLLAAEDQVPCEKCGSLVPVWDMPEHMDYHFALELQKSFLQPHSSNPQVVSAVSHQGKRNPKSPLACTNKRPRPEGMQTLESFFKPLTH
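Pol eta at 10 nM preincubated with compounds 15 min at room temperature; reaction started with fluorescent substrate (50 nM final) and read kinetically at 0 and 10 min.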
Anesthetic bind: qHTS Assay for Identification of Novel General Anesthetics; Ferritin light chain (Equus caballus), P02791; apoferritin/1-aminoanthracene competitive binding, fluorescence; Potency, µM (highest dose often 77.5 µM), for the others: at the top dose activity change, negative = displacement, usual class: inhibitors; actives 0.074% (n = 350,000); AID 485281, 2010; further: potency means the concentration at half of the fitted maximal effect; on the % scale 0 is the no-effect control and ±100 the full control effect; nearly all actives have a fitted effect of over 20% in size
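Concentration-response curves derived by four-parameter Hill fitting of normalized fluorescence, where compounds displaced 1-AMA from 10 uM horse apoferritin following a brief 10 min room-temperature incubation; propofol titration acted as positive control.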
POLI inh: qHTS for Inhibitors of Polymerase Iota. AID 588590, 2011. actives 1% (n = 390,000). Potency, µM (doses to about 115 µM), for the others: at the highest dose activity, negative = inhibition, hits mostly inhibitors. Pol iota fluorescent replication assay, 10 min; further: potency means the concentration at half of the fitted maximal effect
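Pol iota at 10 nM preincubated 15 min with compounds at room temperature; reaction started with fluorescent substrate, 50 nM final. Fluorescence read kinetically at 0 and 10 min; buffer-only wells as negative control.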
BLM helicase inh: qHTS Assay for Inhibitors of Bloom's syndrome helicase (BLM). RecQ-like DNA helicase BLM (Homo sapiens), P54132. recombinant BLM DNA unwinding, fluorescence dequenching. Potency, µM (doses to about 56.1 µM), for inactives: top-dose activity change, negative = inhibition, usual class: inhibitors. actives 0.2% (n = 350,000). AID 2528, 2010;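 further: potency means the concentration at half of the fitted maximal effect; plate controls were vehicle for no effect and no enzyme for full effect; nearly all actives have a fitted effect of over 35% in size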
APE1 inh: qHTS Assay for Inhibitors of the Human Apurinic/apyrimidinic Endonuclease 1 (APE1); DNA repair nuclease/redox regulator APEX1 (Homo sapiens), P27695; recombinant APE1, TAMRA/BHQ-2 abasic DNA cleavage fluorescence; Potency, µM (highest dose often 65.8 µM), for inactives: at the top dose activity change, negative = inhibition, actives largely listed as inhibitors; actives 0.35% (n = 350,000); AID 2517, 2012;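 further: potency means the concentration at half of the fitted maximal effect; plate controls were vehicle for no effect and reference inhibitor for full effect; nearly all actives have a fitted effect of over 55% in size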
Target sequence (P27695 whole entry, looked up): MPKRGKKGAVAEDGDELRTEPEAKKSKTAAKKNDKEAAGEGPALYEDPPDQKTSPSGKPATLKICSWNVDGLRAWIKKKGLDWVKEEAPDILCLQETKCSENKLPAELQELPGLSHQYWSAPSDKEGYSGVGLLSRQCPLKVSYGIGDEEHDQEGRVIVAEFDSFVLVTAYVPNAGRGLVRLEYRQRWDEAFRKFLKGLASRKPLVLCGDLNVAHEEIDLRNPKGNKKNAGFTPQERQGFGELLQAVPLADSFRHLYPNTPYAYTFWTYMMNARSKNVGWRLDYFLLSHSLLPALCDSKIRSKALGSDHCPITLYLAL
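Substrate: short duplex with […] THF abasic site, 5'-TAMRA and 3'-BHQ-2, 50 nM final. APE1 at 0.75 nM, preincubated 15 min RT with compound. Fluorescence increase from first to third read measured activity.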
POLK inh: qHTS for Inhibitors of Polymerase Kappa. actives 0.53% (n = 400,000). DNA polymerase kappa (Homo sapiens), Q9UBT6. Potency, µM (series often up to 107 µM), without a hit: at the highest dose activity, negative = inhibition, hits mostly inhibitors. purified Pol kappa, fluorescent DNA synthesis assay, 10 min; further: potency means the concentration at half of the fitted maximal effect; on the % scale 0 is the no-effect control and ±100 the full control effect
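First, compounds were pin-transferred onto 10 nM Pol kappa. After 15 min at room temperature, substrate was added to 50 nM final. Fluorescence was then measured kinetically at 0 and 10 min.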
Pol beta inh: qHTS Assay for Inhibitors of DNA Polymerase Beta | P06746 | Pol beta primer extension/strand displacement, fluorescence kinetic | Potency, µM (highest dose often 114 µM), for the others: top-dose activity change, negative = inhibition, hits mostly inhibitors | actives 1.3% (n = 340,000) | AID 485314, 2010; further: potency means the concentration at half of the fitted maximal effect; on the % scale 0 is the no-effect control and ±100 the full control effect
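Enzyme-only controls used 10 nM Pol beta; buffer lacking enzyme served as negative control. Compound preincubated 15 min, then 50 nM substrate added; 0 and 10 min reads at room temperature.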
LDHA inh: qHTS assay for inhibitors of human lactate dehydrogenase; L-lactate dehydrogenase A chain (Homo sapiens), P00338; purified LDHA, NADH/diaphorase-resazurin fluorescence; stronger effect = lower value; activity change, % (values are at about 110 or 230 µM); actives 0.15% (n = 480,000); in the data active means activity change below about -30%; inconclusive means mostly about -25% to -30%;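 further: plate controls were DMSO wells for no effect and wells without enzyme for full effect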
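Human LDH5 at 2 nM final in Tris HCl pH 7.4 with 0.06 mM NADH and 0.2 mM pyruvate, reacted 5 minutes at room temperature. Remaining NADH coupled via diaphorase/resazurin; resorufin fluorescence read at 0 and 20 minutes, normalized to enzyme-free and DMSO wells.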
* hit, by the source's call; ? = inconclusive; / = not tested or not shown; [ ] = remark or other dose. Unless noted, the call rests on the fitted dose curve; in most records, active means well fitted curve in the direction sought with a large enough effect; inconclusive means small, poorly fitted or top-dose-only effect, or another doubt; inactive means no such curve, though single readings can be large; an effect the other way counts as inactive or inconclusive.

Preview:
compound	GRP78 ERSR act	Pol eta inh	Anesthetic bind	POLI inh	BLM helicase inh	APE1 inh	POLK inh	Pol beta inh	LDHA inh
Cc1ccc(NC(=O)CS(=O)CC(=O)N(CC(=O)NC2CCCC2)c2cc(C)ccc2C)cc1 (stereo not given)	-3%	-16%	-8%	5%	-3%	3%	-4%	8%	-14
O=C(Nc1ccccc1)C1CC2CCC1C2 (stereo not given)	1%	-8%	?	120%[activator]	0%	-3%	-4%	4%	-6
O=C1CCN(S(=O)(=O)c2ccccc2)CCN1CCOCc1ccc(F)cc1	2%	-7%	-13%	-10%	-1%	1%	-19%	-25%	-4
COc1cccc(-c2nc(C(N)=O)c3[nH]c(=O)n(-c4ccccc4)c3n2)c1OC	-2%	-6%	0%	17%	-1%	4%	-25%	1%	-2

The list itself (from the top)
compound	GRP78 ERSR act	Pol eta inh	Anesthetic bind	POLI inh	BLM helicase inh	APE1 inh	POLK inh	Pol beta inh	LDHA inh
Cc1ccc(NC(=O)CS(=O)CC(=O)N(CC(=O)NC2CCCC2)c2cc(C)ccc2C)cc1 (stereo not given)	-3%	-16%	-8%	5%	-3%	3%	-4%	8%	-14
O=C(Nc1ccccc1)C1CC2CCC1C2 (stereo not given)	1%	-8%	?	120%[activator]	0%	-3%	-4%	4%	-6
O=C1CCN(S(=O)(=O)c2ccccc2)CCN1CCOCc1ccc(F)cc1	2%	-7%	-13%	-10%	-1%	1%	-19%	-25%	-4
COc1cccc(-c2nc(C(N)=O)c3[nH]c(=O)n(-c4ccccc4)c3n2)c1OC	-2%	-6%	0%	17%	-1%	4%	-25%	1%	-2
O=C(Nc1ccc2nc(SCC(=O)N3CCOCC3)sc2c1)c1cccc(F)c1	-2%	-20%	-10%	35%[activator]	-3%	/	-4%	-25%	-6
O=C(Cn1c(=O)n(-c2ccc(Cl)cc2)c(=O)c2c3c(sc21)CCCCC3)Nc1cccc(Cl)c1	-1%	-15%	-1%	2%	-4%	/	0%	0%	3
CC(C)(C)c1ccc(C(=O)CSc2ncn[nH]2)cc1	3%	-16%	-16%	?	0%	-2%	-9%	2%	3
COc1cccc(C(=O)NC2CCCc3c2cnn3-c2cc(C)cc(C)c2)c1 (stereo not given)	6%	-6%	-14%	-1%	-1%	61%[activator]	-5%	-8%	-11
O=C(c1ccco1)c1cn(CC(=O)N2CCCCC2)c2ccccc12	0%	3%	-16%	0%	-6%	-4%	-11%	7%	-2
O=c1c(-c2ccccc2)nc2cnc(Oc3ccccc3)nc2n1C1CC1	-1%	/	/	/	-5%	1%	-3%[60.1 µM]	/	/
O=C(c1ccco1)N1CCN(Cc2cc(=O)c(OCc3ccccc3F)co2)CC1	-5%	-18%	/	12%	/	-15%	-3%	/	-4
Cc1ccc(C)c(NC(=O)C(c2ccccc2)N2CCN(CC(=O)N3CCOCC3)CC2)c1 (stereo not given)	-3%	-4%	/	13%	/	17%	-9%	/	-2
COc1cc(OC)c(C(=O)OCC(=O)NC23CC4CC(CC(C4)C2)C3)cc1OC	-3%	-6%	/	-8%	/	21%	-3%	/	-5
COc1ccc(-n2c(N)cc(=O)[nH]c2=O)cc1	-9%	-6%	-4%	46%[activator]	-1%	-1%	-2%	13%	-3
COc1ccccc1C(=O)N1c2ncnn2C2(CCCCC2)[C@@H]2CCCC[C@@H]21	-5%	-12%	0%	-20%	-1%	/	-5%	37%	-11
COc1ccc(NS(=O)(=O)c2cc(NC(=O)c3ccc(=O)[nH]c3)ccc2N2CCCC2)cc1	-2%	-29%	-13%	15%	-11%	5%	-25%	-18%	-2
O=C(CSc1nc(=O)n(Cc2ccncc2)c2c1CCC2)Nc1ccc(F)cc1F	0%	-18%	1%	0%	2%	/	1%[60.1 µM]	8%	-3
N#CCCN(C(=O)CN1CCN(S(=O)(=O)c2ccc3c(c2)OCCO3)CC1)c1ccc(F)cc1	3%	-17%	/	-6%	/	-12%	-15%	/	-11
C[C@H]1CCC(=O)N([C@H](COc2ccccc2)Cc2ccccc2)CC1	-6%	-21%	-24%	10%	-3%	13%	0%	1%	1
Cc1ccccc1CC(=O)N1CCN(S(=O)(=O)c2ccc(Cl)s2)CC1	0%	-10%	/	84%[activator]	/	-6%	-9%	/	-12
COc1ccccc1N1CCN(C(=O)Cc2c(C(=O)O)[nH]c3ccc(Cl)cc23)CC1	8%	-14%	-1%	?	2%	0%	1%	14%	-1
CC1C(=O)NC(=O)C1c1ccccc1 (stereo not given)	-3%	-8%	11%	128%[activator]	-3%	3%	2%	-2%	-1
NC(=O)c1cccc2ccccc12	-4%	-4%	2%	22%	4%	16%	-12%	25%	-7
Cc1cccc2c3c([nH]c12)C(=O)CC(C)(C)S3	-4%	-3%	-17%	151%[activator]	0%	0%	3%	14%	4
O=C(CC1NCCc2ccccc21)Nc1ccc(Cl)cc1 (stereo not given)	-1%	-15%	-8%	-10%	3%	1%	11%	27%	2

Single records (already shown). Screens in order: GRP78 ERSR act | Pol eta inh | Anesthetic bind | POLI inh | BLM helicase inh | APE1 inh | POLK inh | Pol beta inh | LDHA inh
`COc1ccc(NS(=O)(=O)c2cc(NC(=O)c3ccc(=O)[nH]c3)ccc2N2CCCC2)cc1` across the screens: -2% | -29% | -13% | 15% | -11% | 5% | -25% | -18% | -2
`O=C1CCN(S(=O)(=O)c2ccccc2)CCN1CCOCc1ccc(F)cc1` across the screens: 2% | -7% | -13% | -10% | -1% | 1% | -19% | -25% | -4
`COc1cccc(C(=O)NC2CCCc3c2cnn3-c2cc(C)cc(C)c2)c1` (stereo not given) across the screens: 6% | -6% | -14% | -1% | -1% | 61%[activator] | -5% | -8% | -11
`O=c1c(-c2ccccc2)nc2cnc(Oc3ccccc3)nc2n1C1CC1` across the screens: -1% | / | / | / | -5% | 1% | -3%[60.1 µM] | / | /

(cont.)
compound	GRP78 ERSR act	Pol eta inh	Anesthetic bind	POLI inh	BLM helicase inh	APE1 inh	POLK inh	Pol beta inh	LDHA inh
Cc1ccc(NS(=O)(=O)c2cccc(C(=O)NCCCN3CCOCC3)c2)cc1	-3%	-4%	/	16%	/	0%	-3%	/	-11
O=C(c1cccs1)N(CC1CCCO1)c1nc(-c2ccccc2)cs1 (stereo not given)	0%	-13%	-9%	-7%	-11%	1%	-3%	1%	2
C=CCNc1nnc(SCC(=O)N2CCCCC2)c2ccccc12	-5%	0%	-10%	-16%[58.9 µM]	-19%	-2%	-15%	?	-1
Cn1nnc2cc(C(=O)NC(C)(C)C)ccc21	-5%	-12%	-12%	?	-3%	1%	1%	38%[activator]	-1
Cc1cc(C)cc(-n2nnnc2SCC(=O)Nc2nc(-c3ccc(F)cc3)cs2)c1	-7%	-11%	-6%	18%	-5%	11%	-6%	-1%	-6
COc1ccc(CCN(C)C2CCCN(S(=O)(=O)c3ccccc3F)C2)cc1OC (stereo not given)	-1%	-8%	-7%	37%[activator]	0%	26%	7%	-13%	-2
CCN=C1SC(C(N)=O)CC(=O)N1CC (stereo not given)	2%	-2%	-14%	-10%	-4%	-1%	-5%	9%	-1
CC1(C)CCC(c2ccc(Cl)cc2)=C(CN2CCN(c3ccc(C(=O)NS(=O)(=O)c4ccc(N[C@H](CCN5CCOCC5)CSc5ccccc5)c(S(=O)(=O)C(F)(F)F)c4)cc3)CC2)C1	?	/	/	40µM*	/	/	45µM*	/	-2
Cc1nnc(SCC(=O)Nc2nccs2)s1	-4%	?	-9%	-1%	-10%	-2%	-5%	0%	-4
COC(=O)CNc1cccc(C(F)(F)F)c1	-5%	1%	-18%	170%[activator]	0%	2%	-11%	2%	-14
O=C(NCc1ccc2c(c1)CCN2C(=O)c1ccc(F)cc1)c1cc2ccccc2[nH]1	-3%	-20%	-7%	29%	-6%	/	-4%[60.1 µM]	14%	2
NCC(c1ccc(Cl)cc1Cl)c1c[nH]c2ccccc12 (stereo not given)	-1%	-13%	2%	-1%	-12%	2%	-2%	-14%	-5
N#CCC(=O)Nn1c(=S)[nH]c2ccccc2c1=O	-5%	-11%	-2%	?	-3%	2%	-30%	3%	-4
CCOc1cc(/C=C2/C(=N)N3C(=NC2=O)SN=C3S(=O)(=O)CC)ccc1OC(=O)c1ccco1	1%	79µM*	-10%	?	-6%	55%[activator]	4%	-9%	0
NC1=NC(=O)C2(COC(c3ccncc3)OC2)S1 (stereo not given)	-5%	8%	2%	29%	-6%	-6%	-12%	35%	-7
OC1(c2ccccc2F)CCN(Cc2nnc(-c3ccccc3)o2)CC1	8%	-4%	-17%	1%	2%	3%	-4%	1%	-13
CC(NC(=O)C1CC1)c1ccc(-c2ccccc2)cc1 (stereo not given)	-3%	-5%	-9%	0%	-11%	29%	-6%	1%	-4
Cc1cccc(Cn2c(-c3ccc[nH]c3=O)nc3ccccc32)c1	-1%	-6%	0%	?	-3%	-2%	0%	0%	-1
Cc1ccc2c(Cl)c(C)c(N3CCCC3)nc2n1	-7%	-18%	-2%	45%[activator]	-11%	13%	1%	3%	0

The list is partial; count on the stated rates, not on these rows.
